# NPC1 promoter act = NPC1 promoter activation; Huh7 NPC1 promoter luciferase reporter, 24 h; Potency, µM (titrated, usually from 9.22 µM), for inactives: at the highest dose activation, hits mostly activators; actives 2.4% (n = 320,000);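 also: % of control where 0% means no effect; nearly all actives have a fitted effect of over 60% in size; reporter is driven by a mutant NPC1 promoter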
#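 Luminescence read-out of NPC1 promoter-driven luciferase in stably transfected Huh7 cells; compounds delivered in DMSO and left 24 h at 37C, 5% CO2, qHTS titration format.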
# p53 reactivator = re-activators of mutant p53 | H1299 p53-A138V BP100-luciferase reporter, luminescence, 24 h | Potency, µM (series often up to 92.2 µM), for the others: top-dose activity change, positive = activation, actives largely listed as activators | actives 0.063% (n = 320,000); also: % of control where 0% means no effect; nearly all actives have a fitted effect of over 45% in size
#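 H1299 (p53-null), stable ts p53-A138V + BP100-Luc; 1000 cells/well, Opti-MEM/10% FBS; cpd 4 pt, 1:5; 24 h, 37 deg C, 5% CO2; detection reagent 10 min RT; luminescence.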
# uPA generation = blocks generation of uPA at the cell surface; cell surface uPA generation assay, qHTS; Potency, µM (top dose mostly 38.3 µM), without a hit: top-dose activity change, negative = inhibition, usual class: inhibitors; actives 0.31% (n = 330,000); active = well fitted inhibition curve with a large enough effect; inconclusive = small, poorly fitted or top-dose-only effect; inactive = no such curve, though single readings can be large or run the other way; tested in mouse RAW 264.7 cells; also: % is scaled to controls: 0 for no effect and ±100 for the full control effect; nearly all actives have a fitted effect of over 55% in size
# ELG1 genotox = genotoxicity induction in ELG1-luciferase HEK293T cells. HEK293T ELG1-luciferase reporter, luminescence, 16 h. Potency, µM (titrated, usually from 46 µM), without a hit: at the highest dose activity change, positive = activation, hits mostly activators. actives 1.3% (n = 330,000). AID 504466; also: % of control where 0% means no effect; nearly all actives have a fitted effect of over 60% in size
#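 HEK293T cells expressing luciferase-tagged ELG1 were exposed to compound or DMSO vehicle for 16 hr at 37 °C and 5% CO2. Luciferase activity was then measured with ONE-Glo after 30 min at room temperature.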
# FLuc modulator = inhibits or activates purified firefly luciferase, miR-21 counter-screen; P08659; purified FLuc, Km substrates, luminescence inhibition; Potency, µM (doses to about 57.5 µM), for inactives: at the highest dose activity change, negative = inhibition, hits mostly inhibitors; actives 6.9% (n = 360,000);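 also: plate controls were vehicle for no effect and reference inhibitor for full effect; nearly all actives have a fitted effect of over 55% in size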
# Target sequence (P08659 whole entry, looked up): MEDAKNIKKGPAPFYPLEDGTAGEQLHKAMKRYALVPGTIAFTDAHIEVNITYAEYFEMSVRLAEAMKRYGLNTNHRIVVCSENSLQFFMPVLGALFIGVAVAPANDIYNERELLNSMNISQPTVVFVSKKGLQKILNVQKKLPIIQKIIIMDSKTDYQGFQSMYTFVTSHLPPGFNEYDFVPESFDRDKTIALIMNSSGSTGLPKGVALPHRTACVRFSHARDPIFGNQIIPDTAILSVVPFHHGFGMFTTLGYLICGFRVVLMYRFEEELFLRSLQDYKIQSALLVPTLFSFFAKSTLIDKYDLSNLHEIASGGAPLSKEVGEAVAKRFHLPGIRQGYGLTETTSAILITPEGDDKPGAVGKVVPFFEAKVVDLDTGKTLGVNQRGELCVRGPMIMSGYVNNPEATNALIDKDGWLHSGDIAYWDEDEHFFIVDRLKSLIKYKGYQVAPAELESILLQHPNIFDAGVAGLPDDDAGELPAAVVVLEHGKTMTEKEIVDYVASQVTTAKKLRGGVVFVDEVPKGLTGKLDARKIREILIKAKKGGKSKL
#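 Purified P. pyralis luciferase, 10 nM final, with Km-level 10 uM D-luciferin and 10 uM ATP in 50 mM Tris acetate pH 7.5, 10 mM Mg acetate, 0.01% Tween-20, 0.05% BSA; 6-point qHTS titration about 60 µM downward; luminescence read.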
# MBNL1 CUG block = blocks human MBNL1 binding to CUG repeat RNA; Q9NR56; actives 0.036% (n = 280,000); Potency, µM (highest dose often 57.5 µM), inactives show at the highest dose activity change, negative = inhibition, actives largely listed as inhibitors; TR-FRET MBNL1-His/biotin-(CUG)12 binding, 665/545 ratio; active = well fitted inhibition curve with a large enough effect in the signal ratio, with a control signal flat, not every such curve was filed as active; inconclusive = small, poorly fitted or top-dose-only effect, or effect the other way, or a change in a side signal; inactive = no such curve, though single readings can be large or run the other way; the % refers to the signal ratio; also: % is scaled to controls: 0 for no effect and ±100 for the full control effect
#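 MBNL1-His + Biotin-(CUG)12, cpd titration 92 nM–58 uM; Tb anti-His Ab 0.055 ng/ul, SA-XL665 5 nM (final); 60 min RT; ratiometric 665/545 nm, Ex 340 nm; normalized to buffer and full-complex controls.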
# Rab9 promoter act = Rab9 promoter activation. Huh7 Rab9 promoter-luciferase reporter, luminescence, 24 h. Potency, µM (top dose mostly 9.22 µM), for inactives: top-dose activation, negative = inhibition, hits mostly activators. actives 2.8% (n = 320,000); also: % of control where 0% means no effect; nearly all actives have a fitted effect of over 60% in size
#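 Using Huh7 cells stably transfected with Rab9 promoter–luciferase, compounds were incubated 24 h at 37 °C, 5% CO2; luciferase luminescence was read 10 min after reagent addition.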
# RORgamma inh = inhibitors of mouse ROR gamma transcriptional activity; actives 5.4% (n = 310,000); Potency, µM (series often up to 53.6 µM), for the others: top-dose activity change, negative = inhibition, usual class: inhibitors; Drosophila S2 Gal4-RORgamma UAS-luciferase reporter, 20 h; P51450; also: % is scaled to controls: 0 for no effect and ±100 for the full control effect; nearly all actives have a fitted effect of over 60% in size
# Target sequence (P51450 whole entry, looked up, the tested form may be a part): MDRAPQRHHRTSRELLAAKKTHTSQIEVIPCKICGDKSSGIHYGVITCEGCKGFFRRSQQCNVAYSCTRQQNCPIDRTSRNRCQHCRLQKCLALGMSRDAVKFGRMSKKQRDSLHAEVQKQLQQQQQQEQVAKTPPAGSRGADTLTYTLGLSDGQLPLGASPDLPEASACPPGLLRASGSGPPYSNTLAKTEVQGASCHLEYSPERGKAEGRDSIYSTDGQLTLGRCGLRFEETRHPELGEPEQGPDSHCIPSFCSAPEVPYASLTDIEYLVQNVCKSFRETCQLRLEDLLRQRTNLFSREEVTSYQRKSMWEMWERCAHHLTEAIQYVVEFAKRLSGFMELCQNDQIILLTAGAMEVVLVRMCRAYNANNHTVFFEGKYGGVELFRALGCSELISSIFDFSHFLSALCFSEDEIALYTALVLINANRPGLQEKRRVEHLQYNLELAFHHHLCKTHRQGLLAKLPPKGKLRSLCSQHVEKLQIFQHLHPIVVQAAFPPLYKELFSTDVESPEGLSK
#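 Drosophila Schneider cells stably carrying a metallothionein-driven Gal4 DBD–ROR gamma fusion and a UAS-Photinus luciferase reporter were exposed to compound for 1 hr, then induced with copper sulfate (700 uM final) for 20 hr at ambient temperature before luminescence reading.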
# Gal4-VP16 FLuc = counter-screen for ROR gamma inhibitors: Gal4-VP16 reporter; Drosophila S2 Gal4-VP16 UAS-luciferase, luminescence, 20 h; Potency, µM (titrated, usually from 53.6 µM), for the others: at the highest dose activity, negative = inhibition, most hits filed as inhibitors; actives 3.5% (n = 310,000); AID 2546;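 also: Gal4-VP16 expression switched on by copper sulfate through the metallothionein promoter; % is scaled to controls: 0 for no effect and ±100 for the full control effect; nearly all actives have a fitted effect of over 50% in size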
# BRCA1 expr act = activators of BRCA1 expression; MCF7-BRCA1-FFLuc reporter, luminescence, 48 h; response scale: scaled: vehicle 0%, 10 µM genistein 100%; Potency, µM (highest dose often 46.1 µM), for the others: at the highest dose activation, actives largely listed as activators; actives 1.1% (n = 380,000); AID 624202; also: nearly all actives have a fitted effect of over 80% in size; some results filed as inactive show a strong effect at the top dose
#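 Reporter cells (MCF7, BRCA1 promoter-firefly luciferase) received library compounds across a concentration series for 48 h. End-point luminescence was measured and concentration-effect curves derived after normalization.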
# Active calls of the source: *; ? = inconclusive; / = no result given; [ ] = dose if it differs, or a comment. Unless noted, calls follow the shape of the dose curve; as a rule, active = well fitted curve in the direction sought with a large enough effect; inconclusive = small, poorly fitted or top-dose-only effect, or another doubt; inactive = no such curve, though single readings can be large; an effect the other way counts as inactive or inconclusive. Potency is read from the fitted curve at half-maximal effect. Rows were taken by chance, and some 13% of all compounds hit somewhere here.
# Start of the data: the first two compounds as a preview:
SMILES,NPC1 promoter act,p53 reactivator,uPA generation,ELG1 genotox,FLuc modulator,MBNL1 CUG block,Rab9 promoter act,RORgamma inh,Gal4-VP16 FLuc,BRCA1 expr act
CCC(C)c1ccc(S(=O)(=O)N2CCN(C(=O)COc3ccc4c(C)cc(=O)oc4c3)CC2)cc1 (stereo not given),3%,1%,4%,0%,-1%,11%,8%,-5%,-12%,-29%
COC(=O)C1=C(C)N=C2SCCC(=O)N2C1c1ccc(OC(=O)c2ccco2)cc1 (stereo not given),-1%,-11%,3%,4%,1%,15%,-2%,9%,0%,-17%

# The listing, from the first entry:
SMILES,NPC1 promoter act,p53 reactivator,uPA generation,ELG1 genotox,FLuc modulator,MBNL1 CUG block,Rab9 promoter act,RORgamma inh,Gal4-VP16 FLuc,BRCA1 expr act
CCC(C)c1ccc(S(=O)(=O)N2CCN(C(=O)COc3ccc4c(C)cc(=O)oc4c3)CC2)cc1 (stereo not given),3%,1%,4%,0%,-1%,11%,8%,-5%,-12%,-29%
COC(=O)C1=C(C)N=C2SCCC(=O)N2C1c1ccc(OC(=O)c2ccco2)cc1 (stereo not given),-1%,-11%,3%,4%,1%,15%,-2%,9%,0%,-17%
CC(C)(C)NS(=O)(=O)c1ccc(NS(C)(=O)=O)cc1,-3%,-6%,/,3%,4%,-8%,1%,-28%,0%,1%
COc1cc(/C=N/NC(=O)Cc2c[nH]c3ccccc23)cc(OC)c1OC,0%,-1%,6%,14%,-9%,?,-5%,13%,9%,-24%
CC(=O)Nc1ccc(S(=O)(=O)NCCC(=O)OCc2csc(CC(=O)Nc3ccccc3C)n2)cc1,-1%,1%,0%,0%,-1%,/,3%,/,/,-23%
CCc1noc(C)c1C(=O)Nc1nnc(C(CC)CC)s1,-5%,18%,4%,-1%,3%,/,-6%,/,/,1%
CCCC/S(C)=N/S(=O)(=O)c1ccc(C)cc1 (stereo not given),-4%,-2%,-4%,-1%,-2%,1%,3%,-9%,-7%,0%
O=C1CC(C(=O)N2CCN(S(=O)(=O)c3cccc(F)c3)CC2)CN1Cc1ccccc1Cl (stereo not given),0%,0%,-5%,1%,0%,/,2%,/,/,-19%
CCOc1ccc(C(O)Cn2c(=N)n(CCN3CCCCC3)c3ccccc32)cc1 (stereo not given),-5%,-4%,-24%,-6%,0%,-1%,1%,-8%,-6%,-32%
CCC(ONc1ccccc1C(F)(F)F)(C(=O)NN(C)C)c1ccccc1 (stereo not given),-8%,3%,?,1%,-20%,/,-13%,/,/,4%
NS(=O)(=O)c1ccc(CCNc2ccccc2[N+](=O)[O-])cc1,1%,8%,1%,14%,?,?,6%,8%,?,94%
CCCC(=O)Nc1ccc2nc(C)n(Cc3ccccc3Cl)c(=O)c2c1,-8%,?,-4%,-5%,-3%,0%,-2%,-5%,-3%,-19%
O=C(N/N=C/c1ccc(OC2CSC2)cc1)c1ccccc1,3.2µM*,?,-23%,?,2.4µM*,-3%,2.2µM*,?,-25%,?
CCOc1cc(/C=N/Nc2nncc(-c3ccccc3)n2)ccc1O,-4%,-3%,3%,-13%,-2%,16%,1%,-7%,5%,-7%
CC(C)(Oc1ccc(Cl)cc1)C(=O)OCC(=O)N1CCCC1,-5%,1%,6%,0%,1%,-1%,11%,25%,0%,-14%
O=C(COC(=O)c1ccc(O)cc1O)c1ccc2c(c1)OCCO2,/,10%,-21%,0%,/,/,/,/,/,7%
COc1ccc(NC(=O)CN(C)C(=O)c2cccc(S(=O)(=O)N3CCCc4ccccc43)c2)cc1,-3%,3%,6%,-1%,-3%,/,-7%,/,/,-33%
CCOc1ccc(NC(=O)CN2C(=O)C3CCCN3C2=O)cc1 (stereo not given),4%,12%,1%,19%,-14%,?,6%,?,8%,42%
CCOc1ccc(CCNC(=O)Cn2c(=O)c3cccn3c3cccnc32)cc1,-6%,4%,-2%,0%[9.26 µM],0%,28%,-3%,18%,-8%,-1%
O=C(/C=C/c1ccccc1)NCc1cccnc1,-1%,2%,2%,6%,-2%,7%,18%,3%,-16%,-5%
O=S(=O)(c1ccc(F)c(F)c1)N1CCCc2ccccc21,-2%,10%,-19%,-3%,-14%,-3%,-10%,-4%,8%,-4%
Cc1ccc(/C=C/C(=O)Nc2cccnc2)o1,26%,?,17%,0%,24µM*,-16%,?,-10%,?,85%
CCOC(=O)CCc1c(C)c2ccc(OC(C)C(=O)OCC)c(C)c2oc1=O (stereo not given),/,/,/,/,?,-5%,/,?,?,9%
COc1ccc(NC(=O)c2ccccc2[N+](=O)[O-])cc1,13%,?,-3%,7%,-10%,?,18%,24%,4%,59%
CCCCN(C)C(=O)c1nc2ccccn2c1CN(C)Cc1csc(C)n1,1%,4%,-4%,3%,0%,-1%,10%,-7%,-4%,-7%
CC(=O)c1ccc(OCc2cc(C(=O)N(C)C3CCOC3)no2)cc1 (stereo not given),8%,-1%,0%,3%,1%,-4%,2%,-32%,-27%,13µM*
CCN(CC(=O)N1CCN(c2ccccc2)CC1)S(=O)(=O)c1ccc(C)cc1,-3%,-5%,1%,-3%,0%,-3%,-6%,-5%,1%,-10%
NS(=O)(=O)c1cccc(NC(=O)c2ccc(S(=O)(=O)N3CCCCCC3)cc2)c1,/,8%,3%,2%,/,/,/,/,/,-38%
CCC(=O)N(c1nnc(SCC(=O)Nc2ccc(N3CCOCC3)cc2)s1)C1CC1,-1%,-1%,12%,4%,?,/,-2%,/,/,28%
Cc1ccc(-n2c3c(cc(C(=O)NC4CCSC4=O)c2=O)C(=O)CC(C)(C)C3)cc1 (stereo not given),0%,-2%,-2%,0%,2%,6%,1%,0%,-11%,13%
O=C(Nc1cccnc1)c1scc2c1OCCO2,-5%,-2%,2%,1%,-2%,-6%,3%,15%,0%,22%
COc1cc(OC)c(CN2CCCN(C)CC2)cc1Br,-4%,9%,1%,0%,0%,3%,-1%,-12%[1.91 µM],-14%,-1%
CN(C)c1ccc(NC(=O)Nc2cccc3ccccc23)cc1,28%,4%,-2%,16%,2.7µM*,12%,?,?,-5%,?
C=CCOc1ccc(C2N3CC4(CC)CN2CC(CC)(C3)C4=O)cc1 (stereo not given),0%,2%,-3%,-7%,-1%,-10%,2%,-4%,-1%,-37%
CC(=O)c1ccc(NC(=O)COC(=O)c2ccccc2Sc2ccccc2C#N)cc1,0%,-2%,14%,0%,-3%,?,1%,?,3%,20%
CC1CCc2c(sc(NC(=O)C(=O)NCc3ccco3)c2C#N)C1 (stereo not given),1%,0%,/,4%,-18%,11%,-4%,-22%,6%,26%
Cc1cccnc1N(C(=O)Nc1cccc(Cl)c1)C1=NCC(C)(C)S1,0%,13%,-3%,-1%,-7%,4%,-2%,11µM*,-25%,28%
CCOC(=O)CSc1nc2ccccc2c(=O)n1CC1CCC(C(=O)NCc2ccco2)CC1 (stereo not given),-4%,8%,-8%,?,0%,11%,0%,-5%,-14%,3%
Cc1ccc2cc(CN(Cc3nnnn3C3CCCCC3)CC3CCCO3)c(=O)[nH]c2c1 (stereo not given),1%,-3%,1%,-6%,1%,-1%,6%,32%,-5%,-39%
CC(=O)NCCc1nc2cc(NC(=O)c3ccc(Cl)cc3)ccc2n1C,0.71µM*,12%,-9%,5.8µM*,8.5µM*,1%,1.1µM*,-18%,?,?
CCOc1ccc(NC(=O)N(CCCN2CCOCC2)Cc2cccnc2)cc1,2%,4%,-2%,-7%,1%,-16%,-3%,2%,-8%,-16%
COc1ccccc1NC(=O)COC(=O)CCn1c(C)csc1=O,-2%,7%,-6%,3%,-17%,/,-2%,/,/,-4%
Cc1nn(C)c(=O)n1-c1ccc(Oc2ccccc2)cc1,-3%,-2%,3%,0%,1%,-4%,-1%,-15%,?,1%
CCn1c(SCC(=O)NCc2cccs2)nnc1-c1cccs1,3%,-3%,/,-1%,8%,4%,-7%,-5%,-14%,3%
O=C(NNC(=O)c1sccc1-n1cccc1)c1ccc(F)cc1,0%,0%,2%,-2%,-5%,-7%,-7%,-17%,-25%,-12%
CC[C@H](CO)NCCN[C@H](CC)CO,-3%,6%,7%,3%,-2%,-25%,0%,-1%,-11%,-1%
COCCn1c(SCc2ccccc2)nc2c1c(=O)[nH]c(=O)n2C,-3%,-5%,-6%,2%,0%,0%,-3%[1.84 µM],12%,5%,-23%
CC1(C(=O)NNC(=S)NCc2ccco2)CC1(Cl)Cl (stereo not given),-9%,-3%,10%,-6%,2%,-4%,-3%,8.9µM*,-2%,-7%
Cn1cc(/C=C2/SC(=O)N(CC(=O)Nc3ccc4c(c3)OCO4)C2=O)c2ccccc21,-1%,-2%,7%,4%,-2%,-3%,-3%,-10%,-6%,-25%
CCOC(=O)c1c(-c2cccc(C)c2)csc1NC(=O)C1CC=CCC1C(=O)O (stereo not given),-3%,1%,7%,-2%,-1%,-1%,2%,-11%,1%,-20%
Brc1ccc(-c2nnc(-c3ccccc3Br)o2)cc1,1.1µM*,11%,-8%,2.9µM*,1.3µM*,39%[activator],0.71µM*,-8%,-24%,?
O=S(=O)(c1ccc(-n2cnnn2)cc1)N1CCC(N2CCCCC2)CC1,2%,-2%,7%,0%,2%,-13%,-9%,15%,1%,-23%
COC(=O)c1ccc(COC(=O)CNS(=O)(=O)c2ccccc2)cc1,-2%,-1%,-17%,-4%,-7%,-2%,-3%,-4%,6%,25%
COc1cccc(-n2cnc3sc(C)cc3c2=O)c1,-2%,7%,4%,?,-12%,1%,19%,20%,-8%,25%
